Compound activity (PubChem)
NR2E3 ag-1 – NR2E3 (human) agonism | actives 0.12% (n = 320,000) | Q9Y5X4 | AID 2300 | GST-NR2E3/biotin-RetCOR TR-FRET, 1536-well | inhibition of corepressor binding, % at 4.78 µM;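 active means percent inhibition above the cutoff of mean plus 3 SD of all tested compounds, set per screening campaign, cut at about 20% in these data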;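 further: 0% = DMSO wells and 100% = biotin wells as full block of FRET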
Target sequence (Q9Y5X4 whole entry, looked up): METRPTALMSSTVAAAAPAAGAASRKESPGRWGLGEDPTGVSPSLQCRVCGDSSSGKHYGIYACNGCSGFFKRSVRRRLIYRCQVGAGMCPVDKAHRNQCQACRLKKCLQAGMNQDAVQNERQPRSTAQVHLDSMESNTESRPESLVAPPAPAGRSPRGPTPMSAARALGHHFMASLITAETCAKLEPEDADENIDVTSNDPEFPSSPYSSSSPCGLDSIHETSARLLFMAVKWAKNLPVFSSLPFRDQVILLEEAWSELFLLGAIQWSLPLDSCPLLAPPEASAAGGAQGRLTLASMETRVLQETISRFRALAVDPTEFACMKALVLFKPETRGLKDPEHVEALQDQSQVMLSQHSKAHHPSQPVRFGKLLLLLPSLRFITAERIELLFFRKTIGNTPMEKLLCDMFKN
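system = GST-tagged NR2E3 plus biotinylated RetCOR corepressor | input = 1.35 nM GST-NR2E3 | also added = 7 nM biotin-RetCOR | schedule = 5 h incubation at 4 °C | measured by = TR-FRET with europium anti-GST and streptavidin-D2, 340 nm excitation | read-out = percent loss of FRET ratio relative to control wells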
TRAIL sens C8 – caspase-8 TRAIL sensitization; AID 624354; actives 1% (n = 360,000); NB7+C8 cells + TRAIL, ATPlite viability luminescence; inhibition (viability loss, TRAIL sensitization), % at 10 µM;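 active means compounds causing at least 50% loss of cell viability in the single-dose screen, relative to plate controls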
NR2E3 ag-2 – activates human NR2E3 receptor | Q9Y5X4 | CHO-S Gal4-NCOR/VP16-NR2E3 two-hybrid, luciferase | inhibition of corepressor binding, % at 3.98 µM | actives 0.35% (n = 360,000) | AID 602229;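 active means inhibition above the mean of all tested compounds plus 3 SD, cut at about 70% in these data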;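 further: 0% = DMSO with NR2E3 transfected cells and 100% = cells lacking NR2E3 construct; higher means lower luciferase signal from less NR2E3 corepressor binding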
Peg3 promoter – reduces Peg3 promoter-driven luciferase expression in HeLa; HeLa PEG-Prom luciferase reporter, luminescence, overnight; inhibition, % at 20 µM; actives 1.7% (n = 360,000); AID 588405;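 active means inhibition of at least 50% at 20 µM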
TWEAK Fn14 block – inhibitors of TWEAK-Fn14 interaction signaling. actives 2% (n = 360,000). TWEAK-stimulated Fn14 reporter cells, luciferase luminescence, 8 h. inhibition, % at 10 µM. AID 1159606; in the data active means inhibition above about 50%
HIF-2a inh – blocks HIF-2a reporter activity. inhibition, % at 18.8 µM. actives 0.72% (n = 360,000). 786-0 RCC cells HIF-2a reporter, luciferase luminescence, overnight;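 active means inhibition of the luminescence signal of 40% or more relative to plate controls, in a single-dose primary screen at 18.75 µM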
Shn3 inh set2 – inhibitors of Schnurri-3 3'UTR reporter in osteoblasts | Clone20 osteoblast Shn3 3'UTR firefly luciferase, 24 h | inhibition, % at 12.5 µM | actives 0.52% (n = 360,000) | AID 588674;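 active means mean inhibition of at least 75% with every replicate also reaching 75%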;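 further: 0% = median of neutral control wells and 100% = pilot-screen positive control compound; some compounds past the cut are filed as inactive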
KKLEB tox – reduces viability of KKLEB cystic fibrosis airway cells; KKLEB CF airway cells viability, ATPlite luminescence, overnight; hits give low values; cells stimulated with P. aeruginosa culture filtrate; activity change (cytotoxicity), % at 5 µM; actives 0.36% (n = 360,000); AID 602141;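 active means corrected activity change at or below -50% at 5 µM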
TROY signal inh – TROY signaling inhibition. Q293 LMP1-TROYcd NF-kB luciferase reporter, 4 h. inhibition, % at 10 µM. actives 0.98% (n = 360,000);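 active means compounds whose plate-normalised and pattern-corrected inhibition of the luciferase reporter signal at the single screening dose is 50% or more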
MITF TRPM1 inh – reduces MITF-dependent TRPM1 promoter luciferase signal; SK-MEL-5 TRPM1 promoter luciferase, 24 h; inhibition, % at 12.5 µM; actives 0.83% (n = 330,000);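 active means mean inhibition across replicates of 60% or more, whatever share of single replicates reaches that level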; further: values of inactives mirror those of a sister screen read the other way
CF NFkB block – inhibitors of cystic fibrosis induced NF-kB. KKLEB NF-kB-GFP reporter, PAF-induced, GFP fluorescence overnight. AID 588850. inhibition, % at 5 µM. actives 0.86% (n = 360,000);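 active means at least 50% inhibition at 5 µM, scaled per plate between neutral and stimulator controls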;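 further: PAF is a Pseudomonas aeruginosa culture filtrate used as stimulus; plate controls were PAF-stimulated DMSO wells for no effect and unstimulated DMSO wells for full effect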
* marks the source's active call; other numbers are inactive results; / = not tested or not shown. Some of the compounds tested; the hit share may differ from the screen's.

SMILES | NR2E3 ag-1 | TRAIL sens C8 | NR2E3 ag-2 | Peg3 promoter | TWEAK Fn14 block | HIF-2a inh | Shn3 inh set2 | KKLEB tox | TROY signal inh | MITF TRPM1 inh | CF NFkB block
O=C(CSc1nccn1-c1ncc(C(F)(F)F)cc1Cl)c1ccc(Br)cc1 | 3.8 | 9.7 | -4.8 | -293.7 | 30.6 | -96.6 | -18.3 | 3.5 | 43.7 | -11.2 | -2.4
O=C(Nc1ncn[nH]1)c1cc([N+](=O)[O-])ccc1Cl | 2.0 | -3.0 | -6.6 | 11.3 | -0.1 | 6.2 | -15.4 | -2.3 | 3.7 | -1.7 | 11.1
Cn1cc(C(=O)N2CCc3ccccc32)cn1 | -2.2 | -0.9 | -7.8 | -113.1 | -1.4 | -106.1 | -15.6 | 5.2 | -53.5 | -22.2 | 7.8
O=C(C1CCN(S(=O)(=O)c2cccc3cccnc23)CC1)N1CCCCC1 | -2.2 | -2.4 | 10.9 | -13.5 | 13.9 | 9.0 | 12.2 | -3.9 | 9.4 | 6.0 | -0.6
COc1cccc(-c2cc(C(=O)Nc3cccnc3)no2)c1 | 0.1 | 32.7 | -52.5 | -155.8 | 68.6* | -173.0 | -116.9 | -19.6 | -16.4 | -30.9 | 6.5
COc1cc2cnc(-c3ccccc3)c(-c3cccc(C(F)(F)F)c3)c2cc1OC | 3.1 | 1.2 | 33.8 | 43.3 | 21.0 | -37.5 | 4.2 | -2.9 | 4.9 | -8.7 | 39.2
Cc1ccc(S(=O)(=O)N2CCOC2CNC(=O)C(=O)NCc2cccnc2)cc1 (stereo not drawn) | -6.0 | -2.8 | -17.1 | 14.9 | 5.6 | 6.7 | 6.5 | 0.0 | 5.1 | / | 5.5
CC(C)COC(=O)C1C2C=CC3(CN(C(C)c4ccc(Br)cc4)C(=O)C13)O2 (stereo not drawn) | 2.1 | 2.5 | -27.8 | 6.1 | 11.2 | 10.0 | -4.9 | 0.3 | -13.1 | -7.1 | 18.2
COc1ccc(N2Cc3ccccc3C2=O)cc1 | 2.1 | 67.0* | -130.6 | -155.7 | 37.6 | -140.9 | -7.0 | -6.2 | 7.2 | -8.6 | -11.5
N#Cc1ccc(C(=O)Nc2cccc3cccnc23)c(F)c1 | 1.1 | -8.2 | -7.5 | 11.3 | -23.8 | -9.4 | -3.2 | 5.6 | 6.4 | 9.9 | -27.2
CN(Cc1ccc(Cl)cc1Cl)C(=O)CNC(=O)c1ccc2c(c1)OCO2 | 2.9 | 0.6 | 0.6 | 10.7 | -15.7 | -11.2 | 9.3 | 10.9 | -1.7 | 5.6 | -8.5
CN(C)S(=O)(=O)c1ccc(-c2csc(N/N=C/c3ccc(O)cc3)n2)cc1 | 1.1 | 84.9* | -18.6 | 96.0* | 98.7* | 23.3 | 26.8 | -9.4 | 68.7* | 72.2* | 82.4*
C[C@H]1CN([C@@H](C)CO)C(=O)CCCn2nncc2CO[C@H]1CN(C)S(=O)(=O)c1ccc2ccccc2c1 | / | 13.9 | -13.6 | 7.5 | 9.5 | 4.2 | -4.0 | -6.4 | -18.8 | / | -11.5
COc1ccccc1NS(=O)(=O)c1cc([N+](=O)[O-])ccc1N/N=C/c1c(C)[nH]c2ccccc12 | -2.2 | 10.3 | -11.4 | 28.6 | 41.0 | -4.7 | 4.2 | -19.4 | 12.1 | 2.3 | -1.9
CCN1CCN(C(=O)c2ccc3c(=O)n(CCc4ccccc4)c(=O)[nH]c3c2)CC1 | -1.1 | -0.9 | -81.6 | -107.8 | -6.1 | -112.8 | -13.5 | 3.9 | -40.2 | -61.0 | 4.2
O=C(O)CN1C(=O)S/C(=C\c2cccnc2)C1=O | 0.3 | 9.9 | -23.5 | -0.8 | 10.8 | 20.6 | 1.8 | 9.5 | -12.8 | 7.2 | 0.9
CN1CCC(N(C)C(=O)c2cc(-c3ccc(F)cc3)nc3ccccc23)CC1 | / | -4.4 | 15.0 | -11.8 | 2.3 | -3.9 | -2.1 | 13.1 | -16.4 | -21.2 | -1.7
O=C(NCCN1CCN(c2ccccc2)CC1)c1cccn2c(=O)c3cc(Cl)ccc3nc12 | -2.0 | 0.4 | -12.6 | 21.7 | -59.0 | -12.2 | 17.0 | -11.7 | 13.8 | 1.0 | -19.7
COc1ccc(NC(=O)CSc2nc3ccccc3c(=O)[nH]2)cc1S(N)(=O)=O | -0.9 | 9.6 | 14.4 | -10.3 | 3.2 | 10.4 | -0.2 | 16.0 | 3.2 | -5.5 | -19.5
COc1ccc(-c2nc(NC(=O)C3CC(=O)N(c4ccc5c(c4)OCCO5)C3)sc2C)cc1 (stereo not drawn) | 0.5 | -44.3 | -8.0 | -0.7 | 82.2* | 24.2 | 84.6 | -7.9 | 47.6 | 46.4 | 28.0
CCOc1ccc(NS(=O)(=O)c2c(C)nc3sc(CC)nn3c2=O)cc1 | 0.4 | -1.3 | -33.8 | 10.9 | -2.9 | 12.8 | 26.1 | -13.8 | -13.1 | / | -6.0
COC(=O)c1cc2ccsc2n1CC(=O)N(C)C1CCCCC1 | -0.4 | -3.4 | -0.8 | 18.7 | 2.6 | 8.4 | 13.7 | 4.7 | 11.9 | 10.3 | -4.4
O=C(/C=C/c1cc[n+](CC(=O)c2ccc3cccc4c3c2CC4)cc1)c1ccc2cccc3c2c1CC3 | -4.5 | 28.1 | -26.9 | 23.3 | -4.1 | 12.4 | -5.9 | -36.0 | 14.4 | -3.6 | 23.7
CN(C)C(/C=C/Nc1ccc(C#N)cc1)=C(C#N)C#N | 3.2 | -11.2 | -16.2 | 8.9 | -3.2 | -4.9 | 24.8 | -7.2 | -19.9 | -9.1 | -7.8
c1ccc(-c2ccc(Oc3cc(N4CCOCC4)nc(-c4ccccc4)n3)cc2)cc1 | -2.9 | 2.6 | -24.3 | -7.3 | -22.0 | -21.8 | -12.6 | -26.1 | -11.9 | -23.3 | 22.6
O=C(Cn1c(SCc2ccccc2)nc2ccccc21)N1CCOCC1 | -1.3 | 15.8 | -42.4 | -68.7 | -2.7 | -80.6 | -5.1 | 10.8 | -33.6 | -4.1 | -16.1
Cc1sc(NC(=O)c2ccco2)c(C(c2cccnc2)N2CCN(CCO)CC2)c1C (stereo not drawn) | -0.2 | -4.2 | -22.6 | -13.2 | 4.0 | -31.3 | 4.4 | -4.0 | 12.3 | 7.2 | 14.6
Cc1cccc(C)c1NC(=O)C(C)N1CCCCC1 (stereo not drawn) | 5.1 | 4.3 | 25.2 | 11.4 | 14.9 | 18.6 | -17.2 | 14.5 | 8.7 | 4.7 | -6.3
CC(=O)Nc1ccc(N2C(=O)C3C4C=CC(CC4)C3C2=O)cc1 (stereo not drawn) | / | -11.4 | -9.1 | -0.5 | -0.9 | 10.6 | -12.1 | -15.3 | -6.7 | 21.5 | 8.5
CC(=O)Nc1ccc(SCC(=O)c2cc(C)n(Cc3cccs3)c2C)cc1 | 0.9 | 39.4 | 66.4 | 45.8 | 93.3* | 70.7* | 14.3 | -55.7* | 37.6 | 4.6 | 12.7
O=C(NCCCN=C1NS(=O)(=O)c2ccccc21)c1ccccc1Cl | -0.9 | 13.6 | 6.1 | 5.3 | 25.4 | 6.5 | -51.4 | 2.0 | 8.2 | -11.2 | 5.6
COc1ccc2[nH]c(=O)c(C(c3nnnn3C(C)(C)C)N(Cc3ccco3)CC3CCCO3)cc2c1 (stereo not drawn) | 2.2 | -0.9 | -7.4 | 7.1 | 35.5 | 2.5 | 11.3 | 0.1 | 8.5 | -5.8 | 5.9
CCN(CC)CCNC(=O)C1(O)c2cc(Br)ccc2NC(=O)N1c1ccc(Cl)cc1 (stereo not drawn) | -0.5 | 14.1 | -2.8 | 13.5 | -5.5 | -14.2 | 1.3 | 6.2 | -27.4 | / | -0.6
Cc1csc(NC(=O)CSc2nnc(NC(=O)COc3ccc(Cl)cc3)s2)n1 | -2.0 | 19.3 | -1.1 | -44.6 | -21.7 | 1.8 | -13.5 | 6.8 | -42.9 | -14.3 | 6.4
CN(CC(=O)Nc1ccc(Cl)c(S(=O)(=O)N2CCOCC2)c1)C(=O)c1ccc(C#N)cc1 | 1.7 | -16.4 | 12.4 | 1.7 | -2.6 | 15.0 | 7.3 | -16.5 | 4.1 | -4.0 | 18.7
O=C(CCCOc1ccccc1)Nc1ccccc1C(F)(F)F | 4.6 | 1.7 | -15.1 | -19.7 | -0.9 | -1.3 | -5.9 | 16.8 | 1.4 | -0.3 | -10.0

Laid out differently: five of the compounds above
molecule	NR2E3 ag-1	TRAIL sens C8	NR2E3 ag-2	Peg3 promoter	TWEAK Fn14 block	HIF-2a inh	Shn3 inh set2	KKLEB tox	TROY signal inh	MITF TRPM1 inh	CF NFkB block
CN(CC(=O)Nc1ccc(Cl)c(S(=O)(=O)N2CCOCC2)c1)C(=O)c1ccc(C#N)cc1	1.7	-16.4	12.4	1.7	-2.6	15.0	7.3	-16.5	4.1	-4.0	18.7
COc1ccc2[nH]c(=O)c(C(c3nnnn3C(C)(C)C)N(Cc3ccco3)CC3CCCO3)cc2c1 (stereo not drawn)	2.2	-0.9	-7.4	7.1	35.5	2.5	11.3	0.1	8.5	-5.8	5.9
Cc1sc(NC(=O)c2ccco2)c(C(c2cccnc2)N2CCN(CCO)CC2)c1C (stereo not drawn)	-0.2	-4.2	-22.6	-13.2	4.0	-31.3	4.4	-4.0	12.3	7.2	14.6
c1ccc(-c2ccc(Oc3cc(N4CCOCC4)nc(-c4ccccc4)n3)cc2)cc1	-2.9	2.6	-24.3	-7.3	-22.0	-21.8	-12.6	-26.1	-11.9	-23.3	22.6
Cc1csc(NC(=O)CSc2nnc(NC(=O)COc3ccc(Cl)cc3)s2)n1	-2.0	19.3	-1.1	-44.6	-21.7	1.8	-13.5	6.8	-42.9	-14.3	6.4

Other compounds follow.
SMILES | NR2E3 ag-1 | TRAIL sens C8 | NR2E3 ag-2 | Peg3 promoter | TWEAK Fn14 block | HIF-2a inh | Shn3 inh set2 | KKLEB tox | TROY signal inh | MITF TRPM1 inh | CF NFkB block
Cc1cc(C)cc(-n2nnn(C3C/C(=N/NC(N)=S)C4OCC3O4)c2=S)c1 (stereo not drawn) | -1.7 | 7.2 | -3.6 | 15.1 | -6.4 | 22.9 | -8.5 | -7.1 | 2.3 | 7.3 | 28.4
CCN(c1ccccc1)S(=O)(=O)c1cc(C(=O)NCC(c2ccc(OC)cc2)N(C)C)ccc1C (stereo not drawn) | / | 1.0 | -18.0 | 13.2 | -5.0 | -59.8 | 28.1 | 3.8 | 28.4 | -14.4 | 28.3
O=C(c1cc(S(=O)(=O)N2CCOCC2)ccc1Cl)N1CCN(c2ccccn2)CC1 | -0.3 | -39.9 | -4.9 | -3.6 | 8.3 | 17.1 | -1.5 | 9.0 | 13.8 | -6.3 | -4.0
COc1cc(Cl)ccc1OC1(C)CCN(Cc2ccccc2OC(F)F)C1 (stereo not drawn) | / | 13.3 | -14.4 | -4.5 | -12.3 | 18.2 | 19.2 | -1.8 | -2.2 | / | 10.2
